V-ATPase pH – regulators of yeast V-ATPase proton pumping, primary screen, pHLuorin cytosolic pH fluorescence. actives 0.37% (n = 350,000). S. cerevisiae. AID 504577, 2011. response, % at 10 µM; in the data active means response mostly above about 7.3%, no sharp cut-off; inactive means mostly below about 5.4%; further: actives read high; inactives centre near 0; some compounds called inactive have numbers as strong as hits; reference of the scale not given here
LANA DNA inh – inhibitors of KSHV C-LANA binding to DNA, primary screen, biochemical, fluorescence polarization, FAM-LBS DNA, MBP-C-LANA, single point; inhibition, % at 9 µM; Kaposi's sarcoma herpesvirus LANA C-terminal domain (residues 932-1162) DNA binding; AID 504423, 2011; actives 0.078% (n = 340,000);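 active means highest replicate inhibition at or above 60% at 9 µM, even if other replicates fall short; inactive means all replicates below 60% inhibition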;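 further: 0% = neutral control wells and 100% = 4 µM acridine orange control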
DSG3 Ab inh – inhibitors of pemphigus antibody binding to DSG3, primary screen, biochemical, bead-based, flow cytometry, scFv-GFP; Desmoglein-3 (Homo sapiens), P32926; actives 0.48% (n = 310,000); DSG3-coupled beads, scFv-anti-DSG3-GFP binding; stronger effect = lower value; binding (percent of control), % at 10 µM;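 active means binding more than 3 SD below its plate's average and above zero; inconclusive means below that plate limit but binding exactly zero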;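 further: hits lower antibody fragment binding to DSG3; some compounds called inactive have numbers as strong as hits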
Target sequence (P32926 whole entry, looked up, the tested form may be a part): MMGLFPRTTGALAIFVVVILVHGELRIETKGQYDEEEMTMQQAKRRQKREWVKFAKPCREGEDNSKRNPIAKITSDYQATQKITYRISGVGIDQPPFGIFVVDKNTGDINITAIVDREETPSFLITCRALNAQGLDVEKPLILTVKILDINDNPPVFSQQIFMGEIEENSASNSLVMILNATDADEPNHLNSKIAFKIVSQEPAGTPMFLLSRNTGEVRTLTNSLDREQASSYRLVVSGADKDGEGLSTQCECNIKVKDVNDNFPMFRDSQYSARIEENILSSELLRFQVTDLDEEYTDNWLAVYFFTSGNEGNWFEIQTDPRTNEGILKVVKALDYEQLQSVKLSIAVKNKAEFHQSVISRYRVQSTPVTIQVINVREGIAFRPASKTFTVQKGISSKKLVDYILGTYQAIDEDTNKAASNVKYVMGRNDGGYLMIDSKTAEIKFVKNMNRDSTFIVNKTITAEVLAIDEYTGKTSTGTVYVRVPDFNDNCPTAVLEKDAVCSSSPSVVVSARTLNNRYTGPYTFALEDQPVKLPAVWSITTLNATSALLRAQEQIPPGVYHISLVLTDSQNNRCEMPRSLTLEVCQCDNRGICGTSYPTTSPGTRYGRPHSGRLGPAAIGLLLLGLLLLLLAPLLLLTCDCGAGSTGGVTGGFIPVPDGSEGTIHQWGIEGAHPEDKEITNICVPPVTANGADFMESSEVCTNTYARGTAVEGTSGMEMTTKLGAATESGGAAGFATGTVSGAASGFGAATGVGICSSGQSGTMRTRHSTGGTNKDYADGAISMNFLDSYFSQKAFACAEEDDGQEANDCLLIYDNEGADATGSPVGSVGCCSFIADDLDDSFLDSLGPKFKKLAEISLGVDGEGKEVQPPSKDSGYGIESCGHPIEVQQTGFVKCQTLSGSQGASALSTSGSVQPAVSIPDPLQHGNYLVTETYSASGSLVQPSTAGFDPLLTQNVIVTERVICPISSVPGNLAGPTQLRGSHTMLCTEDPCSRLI
MOR-DOR inv ag – inverse agonists of MOR-DOR heterodimerization, primary screen, cell-based, luminescence; Mu-type opioid receptor (Homo sapiens) + Delta-type opioid receptor (Homo sapiens), …; cell-based MOR-DOR heterodimer luminescence, inverse agonism; inhibition, % at 9.3 µM; actives 0.21% (n = 340,000); in the data active means inhibition above about 22%, passing the limit was not always enough;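 further: 0% = cells with DMSO and 100% = wells without cells with DMSO; values of inactives mirror those of a sister screen read the other way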
OPRM1-OPRD1 ag – agonists of OPRM1-OPRD1 heterodimerization, primary screen, cell-based, luminescence; AID 504326, 2011; Mu-type opioid receptor (Homo sapiens) + Delta-type opioid receptor (Homo sapiens), …; cells; actives 0.3% (n = 340,000); activation, % at 9.3 µM; in the data active means activation above about 18%;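 further: 0% = vehicle-treated cells and 100% = reference agonist; values of inactives mirror those of a sister screen read the other way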
Cardiac RTF inh – cardiac RTF calcium sensitivity inhibitors, primary screen, biochemical, IANBD-TnC fluorescence, EC70 calcium; actives 0.12% (n = 340,000); IANBD-labeled cardiac RTF, Ca2+ fluorescence; Troponin I, cardiac muscle (Homo sapiens) + Troponin T, cardiac muscle (Homo sapiens) + …; inhibition, % at 7.15 µM; AID 493244, 2011;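 active means inhibition above the mean inhibition of all tested compounds plus 3 SD, cut at about 17% in these data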;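 further: assay run at fixed EC70 calcium of 1.6 mM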
Wnt act – Wnt/beta-catenin pathway activators, primary screen, cell-based, plate reader, single point; Wnt/beta-catenin reporter cell assay, activator; activation, % at 9.35 µM; actives 1.2% (n = 300,000); in the data active means activation above about 30%, passing the limit was not always enough; inconclusive means no clear call, values can overlap the other calls;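 further: 0% = neutral control wells and 100% = positive control wells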
cardiac RTF act – cardiac RTF calcium sensitivity activators, primary screen, biochemical, IANBD-TnC fluorescence, EC20 calcium; Troponin I, cardiac muscle (Homo sapiens) + Troponin T, cardiac muscle (Homo sapiens) + …; IANBD-labeled TnC RTF fluorescence at EC20 calcium; 0% EC20 calcium, 100% full calcium; activation, % at 7.2 µM; actives 0.24% (n = 340,000); AID 493008, 2010;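 active means activation above the mean over all tested compounds plus 3 SD, cut at about 30% in these data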;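 further: rise in fluorescence read as greater calcium sensitivity of cardiac thin filaments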
Arr AP2 block – inhibitors of beta-arrestin/AP2 binding, primary screen, biochemical, GPCR trafficking, flow cytometry; inhibition, % at 10 µM; actives 0.31% (n = 340,000); FITC-arrestin peptide / GST-AP2 beads; AP2 beta2 appendage carries R879A mutation; beta-arrestin 1 C-terminal peptide binding to AP2 beta2-adaptin appendage (human); AID 504490, 2011;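 active means inhibition above a set limit, near 3 SD of compounds lacking own fluorescence, cut at about 54% in these data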;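 further: plate controls were DMSO wells for no effect and 5 µM unlabelled arrestin peptide for full effect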
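Measured by: flow cytometry, FL1 (488/535 nm); Material: AP2 appendage R879A on GSH beads; Evaluation: percent response; Timing: pre-incubation 12 min, peptide binding 1 h, room temperature; Also added: 50 nM FITC-arrestin peptide; Medium: PBS with 0.05% Tween 20 and 0.1% BSA.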
Keap1-Nrf2 PPI – Keap1-Nrf2 protein-protein interaction inhibitors, primary screen, biochemical, fluorescence polarization, single point; Kelch-like ECH-associated protein 1 (Homo sapiens), Q14145; Keap1 Kelch-Nrf2 peptide fluorescence polarization, 1536-well; inhibition, % at 9.4 µM; actives 0.15% (n = 340,000); AID 504523, 2011; in the data active means inhibition above about 12%; inconclusive means no clear call, values can overlap the other calls; inactive means below about 7.3%;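 further: human Keap1 Kelch domain with fluorescein labeled Nrf2 9mer peptide probe; 0% = neutral control wells and 100% = peptide positive control; higher means more block of Keap1 binding to Nrf2 peptide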
* marks the source's active call; other numbers are inactive results; ? = inconclusive; nt = no result given.

item	V-ATPase pH	Arr AP2 block	cardiac RTF act	DSG3 Ab inh	OPRM1-OPRD1 ag	Cardiac RTF inh	Wnt act	Keap1-Nrf2 PPI	MOR-DOR inv ag	LANA DNA inh	structure
1	-15	5	-1	95	-2.7	4	-1	5	14	68*	CSC(=NS(=O)(=O)c1ccc(N)cc1)NS(=O)(=O)c1cccs1
2	-4	-6	-1	nt	22*	6	0	-6	-94	-0.8	Cc1cccc(C(=O)NNC(=O)c2cc3cc4ccccc4nc3s2)c1
3	-5	1	16	104	-0.3	2	nt	1	2	1.3	O=C(c1ccccc1)N1CCN(CC#CC2(O)CCCCC2)CC1
4	-4	21	-1	nt	0.3	3	-2	0	-2	-0.1	CCOC(=O)Cn1cc(/C=C(\C#N)C(=O)N2CCOCC2)c2ccccc21
5	4	-19	0	109	-5.2	-5	3	2	17	-2.1	C/C(=N/NS(=O)(=O)c1ccc(Cl)cc1)c1cccc(NC(=O)c2ccncc2)c1
6	-6	-7	-3	91	-1.8	-4	1	-3	9	-2.3	Cc1nc(N2CCN(C)CC2)c2c3c(sc2n1)CCCC3
7	1	14	1	100	-2.0	1	4	-5	9	-0.6	C=C(NC(=O)C(=C)NC(=O)c1csc(C2=NC3c4csc(n4)C4NC(=O)c5csc(n5)C(C(C)(O)C(C)O)NC(=O)C5CSC(=N5)/C(=C/C)NC(=O)C(C(C)O)NC(=O)c5csc(n5)C3(CC2)NC(=O)C(C)NC(=O)C(=C)NC(=O)C(=C)NC(=O)C(C(C)C)NC2C=Cc3c(C(C)O)cc(nc3C2O)C(=O)OC4C)n1)C(N)=O (centres undefined)
8	-2	1	-3	104	-1.8	-8	nt	1	10	2.7	O=C(O)CCc1ccc(-c2ccc(F)cc2)n1CC(=O)O
9	-4	11	-2	101	0.5	-19	nt	-7	-3	1.5	COc1ccc(C(=O)c2ccc(N3CCN(C(=O)c4ccc(F)cc4)CC3)c(F)c2)cc1Br
10	0	4	3	108	-0.6	-2	nt	-2	3	-1.8	O=C(NCc1ccccc1Cl)c1ccc2c(=O)n(CCCN3CCCC3=O)c(=S)[nH]c2c1
11	-7	8	1	93	0.6	-4	3	-5	-4	0.3	CC(/C=C/c1ccco1)=N/NC(=O)Cc1cccs1
12	4	-2	-5	101	-0.1	-6	nt	-3	0	-0.5	O=C(Nc1nc(N2C(=O)c3ccccc3C2=O)n(-c2ccccc2)n1)c1ccc(F)cc1
13	-2	17	0	96	-1.5	-7	3	0	7	-0.2	Cn1c(SCc2ccccn2)nnc1-c1ccccc1
14	4	4	-7	111	-1.4	0	1	-1	7	3.9	COc1cc2c(cc1OC)C(c1cc(Br)c(OC)c(OC)c1)CC(=O)N2 (centres undefined)
15	-4	10	1	100	-1.2	1	nt	-1	7	-0.7	COc1ccccc1OCC(=O)Nc1nnc(-c2ccco2)s1
16	1	9	-3	100	-0.1	-16	3	-3	0	0.2	Cc1ccccc1Nc1nc(N)nc(COC(=O)CCNS(=O)(=O)c2ccccc2)n1
17	-2	2	-2	108	1.9	-6	-3	-5	-10	-0.5	COc1cc(NC(C)CCc2ccccc2)cc(OC)c1OC (centres undefined)
18	2	2	0	107	0.7	-6	nt	2	-4	-1.7	CCC(C)NC(=O)C1CCN(S(=O)(=O)N2CCCC2)CC1 (centres undefined)
19	-2	4	-2	97	-2.7	-2	12	-4	14	-0.6	Cc1cc([N+](=O)[O-])nn1CC(=O)Nc1ccc(Cl)cn1
20	-1	-12	-5	100	-0.8	0	3	-9	4	-0.7	CCn1c(N)nc2c1c(=O)n(C)c(=O)n2C
21	0	-1	-12	110	1.3	5	-12	-2	-7	0.1	O=C(C[C@@H]1C/C=C/CC[C@@H](Cc2ccc(F)cc2)C(=O)OC[C@H](Cc2ccccc2)NC1=O)N[C@H](CO)Cc1ccccc1
22	4	-10	1	98	3.1	2	-2	-3	-14	-0.8	Cc1nn(C)cc1C(C(=O)NC1CCCCC1)N(C(=O)Cc1cccs1)c1ccc(Cl)cc1 (centres undefined)
23	-2	-56	5	142	3.9	8	nt	-2	-21	-1.8	O=C(c1cnccn1)N(Cc1cccs1)C1(C(=O)NC2CCCCC2)CCCCC1
24	-3	-7	-2	104	-2.9	4	nt	1	13	1.6	CCOC(=O)N1CCN(C(=O)CSCC(=O)N=c2sc3ccccc3n2C)CC1
25	0	11	-3	67	-2.0	-7	-3	-2	11	-0.5	CCOC(=O)c1cn(CC)c2cc(N3CCCCC3)c(F)cc2c1=O
26	4	13	4	102	-1.7	-11	nt	-3	8	2.9	Clc1nnc2ccc(-c3ccccc3)nn12
27	1	-16	0	93	-0.5	3	-3	0	3	1.1	Cc1ccc(NC(=O)COC(=O)Cc2ccc(Br)cc2)cc1S(=O)(=O)N1CCOCC1
28	-2	-3	-6	96	2.1	-6	nt	-1	-13	0.8	Cc1ccc(NS(=O)(=O)c2ccc(C)c(NC(=O)COc3ccccc3)c2)c(C)c1
29	6	-8	nt	99	nt	nt	12	-9	nt	-5.5	COc1ccccc1C(=O)Nc1cccc(Oc2c(F)c(F)c(F)c(F)c2F)c1
30	8	-12	-1	nt	-3.0	0	1	-3	12	3.2	CCCN(CC(=O)Nc1ccccc1OC)C(=O)c1nc2nc(C)ccn2n1
31	1	-5	14	nt	-0.5	2	nt	-4	3	-0.1	CCn1c(SCC(=O)N2CCc3ccccc32)nnc1-c1ccco1
32	0	1	-1	101	5.6	4	nt	2	-32	0.7	COc1ccc(OCCCCOc2ccccc2Cl)cc1
33	0	-5	5	nt	-0.7	-4	51*	-4	4	-2.1	O=C(Nc1nnc(-c2ccccc2F)s1)C1CCCO1 (centres undefined)
34	0	9	-1	100	-3.1	-5	1	?	14	0.9	CCCCNC(=O)N(O)C1N(/N=C/c2ccccc2O)C(=S)SC1(C)C (centres undefined)
35	0	9	-1	107	-0.1	-4	-1	0	0	0.8	C=CCC(NCCCO)c1cccc(OC)c1OC (centres undefined)
36	1	-4	5	115	-2.5	-1	nt	4	13	-0.8	COc1ccc(S(=O)(=O)N(CC(=O)Nc2ccc(S(=O)(=O)N3CCOCC3)cc2)Cc2ccc(F)cc2)cc1
37	4	3	-2	96	-0.6	4	-7	6	4	1.8	O=[N+]([O-])c1cc([N+](=O)[O-])c(Oc2cccc3ccccc23)cc1NN1CCCCC1
38	3	-5	-3	102	-0.3	14	-1	-2	2	-1.2	COc1ccc(-n2ccsc2=S)cc1
39	3	11	-3	104	0.0	-3	-1	-5	0	0.0	CCn1c(=O)cc(SCC(=O)NCCCN2CCN(c3ccc(F)cc3)CC2)c2ccccc21
40	3	1	-3	102	-2.6	9	0	-2	13	-0.7	COc1ccc(CCN2CC(C(=O)NC3CCCCC3)CC2=O)cc1OC (centres undefined)
41	3	-4	-4	85	1.6	6	nt	-6	-8	1.8	O=C(Nc1nccs1)Oc1ccccc1
42	1	2	-1	102	-2.7	-9	3	1	15	2.2	CNC(=O)COc1ccc2oc3c(c2c1)CCCC3
43	-1	3	-4	nt	-1.1	7	0	0	6	0.6	O=C(c1cc(COc2ccc(F)cc2Cl)on1)N1C[C@H]2CC[C@H]1C2
44	-2	7	12	104	-0.5	0	1	-3	4	0.2	O=C1NCCCC1C(=O)N/N=C/c1cccc(O)c1 (centres undefined)
45	6	1	2	102	2.1	0	-1	-3	-14	-1.7	COc1ccc(N(C)S(=O)(=O)c2cccc(C(=O)N3CCN(c4ccccc4)CC3)c2)cc1
46	-1	-1	7	97	-0.7	-4	-2	-2	3	2.0	Cc1nonc1CN(C)C(=O)c1ccc(OC2CCN(Cc3ccccn3)CC2)cc1
47	0	0	5	91	-2.3	-2	0	-7	10	-1.3	CC1=C(C(N)=O)C(c2ccc(F)cc2)n2nc(CCCO)nc2N1 (centres undefined)
48	-4	1	nt	97	nt	nt	-5	-7	nt	-0.3	Cc1c(C(=O)N(Cc2ccccc2)Cc2cccs2)cnn1-c1ccc(Cl)cc1
49	2	-11	-2	108	-3.1	-13	-1	-4	13	-2.6	COc1ccc2c(c1)c(C(=O)CNc1nc(C)cs1)c(C)n2C
50	-3	19	-3	118	2.1	-1	4	3	-11	-1.7	Cc1ccc(/C=C/C(=O)NC(=S)N2CCN(c3ccc(F)cc3)CC2)cc1
51	-4	13	-2	nt	-2.1	-1	nt	-2	12	0.0	CC1=NN(c2ccccc2)C(=O)C1C(=O)c1ccc(Cl)cc1 (centres undefined)
52	-2	2	3	96	-0.5	-9	-1	0	3	-0.9	c1ccc(-c2ccc(CN3C[C@@H]4C(c5ccccc5)C5(c6ccccc6)CC4(C5)[C@H]3c3ccccc3)cc2)cc1 (some centres undefined)
53	1	26	-3	100	-2.4	-2	-5	0	15	-0.2	CN(C)c1ccc(/C=C(\NC(=O)c2ccccc2)C(=O)NCCCn2ccnc2)cc1
54	3	-3	4	nt	-2.9	-3	5	3	15	4.6	CCOC(=O)N1CCN(CC(=O)c2ccc(O)cc2O)CC1
55	-4	-7	-2	107	-0.3	-5	-3	0	2	-1.0	O=C(CN1CCN(C/C=C/c2ccccc2)CC1)NCc1ccccc1
56	1	-11	-1	106	-3.0	-6	0	1	15	-0.1	CC(CNC(=O)c1cccc(Br)c1)n1cncn1 (centres undefined)
57	2	-7	-2	102	-3.4	3	-3	-3	16	-1.6	CCCCn1c(N)c(N(CC(C)C)C(=O)c2cccs2)c(=O)[nH]c1=O
58	4	53	1	106	7.5	-1	-1	1	-24	2.3	Cc1ccc(OCC(=O)N/N=C/C=C/c2ccco2)c(Br)c1
59	-3	10	5	108	-1.9	-1	-1	-1	9	-1.1	CCOc1ccccc1NC(=O)Cn1c(=O)n(-c2ccc(OC)cc2OC)c(=O)c2c(C)c(C(=O)N(CC)CC)sc21
60	5	-10	2	95	-2.7	-8	-2	-4	14	-0.9	COc1cccc(-n2c(SCC(=O)N3CCCCC3)nc3c([nH]c4ccccc43)c2=O)c1

From PubChem
